p97 inhibitor – human p97 ATPase inhibition; P55072; recombinant p97 ATPase, Kinase-Glo ATP luminescence, 3 h; inhibition, % at 8 µM; actives 0.42% (n = 220,000); in the data active = inhibition above about 15%;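 also: 0% = DMSO vehicle and 100% = wells lacking enzyme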
NCF1 inh – blocks human p47phox regulatory protein of NADPH oxidases; p47phox/p22phox peptide binding, fluorescence polarization, 2 h; inhibition, % at 24.7 µM; actives 0.53% (n = 220,000);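 active = inhibition above about 30%, limit read from the data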;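 also: 0% = p47phox with labelled peptide and 100% = labelled peptide alone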
EBV gp42 block – EBV gp42 inhibition | actives 0.42% (n = 220,000) | inhibition, % (tested at 21.74 µM) | Fluorescence polarization binding assay, mP read-out | Q1HVG2 | AID 1085; in the data active = inhibition above about 50%
Target sequence (Q1HVG2 whole entry, looked up): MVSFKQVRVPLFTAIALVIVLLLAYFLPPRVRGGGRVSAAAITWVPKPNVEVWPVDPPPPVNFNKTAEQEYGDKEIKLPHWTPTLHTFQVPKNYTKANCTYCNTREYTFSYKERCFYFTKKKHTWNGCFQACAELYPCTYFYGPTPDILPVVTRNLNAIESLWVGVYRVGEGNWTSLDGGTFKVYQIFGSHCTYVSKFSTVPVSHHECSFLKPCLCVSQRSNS
Furin inh – inhibitors of human furin; AID 463115; purified furin, fluorogenic substrate cleavage; actives 0.061% (n = 220,000); inhibition, % at 30 µM; P09958; in the data active = inhibition above about 25%; also: inactives centre near -15
Runt-CBFb FRET – Runt domain-CBFb interaction inhibition. Q01196+Q13951. Cerulean-Runt/Venus-CBFb FRET ratio 530/480, 1 h. inhibition, % at 20 µM. actives 0.46% (n = 220,000). AID 1496;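 active = inhibition over about 50% at 20 µM in the single-dose screen, limit read from the data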;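 also: 0% = DMSO wells and 100% = excess unlabeled CBFb competitor control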
Target sequence (Q01196 whole entry, looked up, the tested form may be a part): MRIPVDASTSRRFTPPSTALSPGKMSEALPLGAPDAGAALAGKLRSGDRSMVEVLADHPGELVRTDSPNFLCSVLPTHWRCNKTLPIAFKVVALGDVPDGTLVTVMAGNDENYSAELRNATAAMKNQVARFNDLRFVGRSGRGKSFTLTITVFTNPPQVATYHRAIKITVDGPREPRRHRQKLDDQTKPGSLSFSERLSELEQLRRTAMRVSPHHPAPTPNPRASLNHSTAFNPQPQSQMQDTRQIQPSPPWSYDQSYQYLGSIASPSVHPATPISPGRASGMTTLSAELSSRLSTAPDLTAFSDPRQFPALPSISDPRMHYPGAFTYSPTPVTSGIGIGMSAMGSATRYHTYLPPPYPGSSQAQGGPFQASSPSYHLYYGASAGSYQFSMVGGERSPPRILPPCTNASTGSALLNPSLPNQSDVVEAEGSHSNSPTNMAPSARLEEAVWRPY
Target sequence (Q13951 whole entry, looked up, the tested form may be a part): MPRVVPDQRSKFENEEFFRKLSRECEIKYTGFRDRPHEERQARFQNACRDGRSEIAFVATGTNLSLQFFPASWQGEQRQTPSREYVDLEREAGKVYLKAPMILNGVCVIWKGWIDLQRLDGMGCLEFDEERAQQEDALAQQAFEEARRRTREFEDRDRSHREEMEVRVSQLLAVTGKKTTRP
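Buffer or medium: Tris pH 7.5 buffer with BSA. Assay system: Cerulean-labeled Runt domain protein. Amount: each fluorescent fusion protein 100 nM. Read-out basis: loss of energy transfer signal. Incubation: 1 h compound exposure, room temperature. Probe or stimulus: Venus-CBFb binding partner, 100 nM. Detection: FRET, excitation 422 nm, emission at 530 and 480 nm.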
Runt-SMMHC FRET – blocks binding of human RUNX1 Runt domain to CBFb-SMMHC. Q01196+Q13951. Cerulean-Runt/Venus-CBFb-SMMHC FRET ratio 530/480, 1 h. inhibition, % at 20 µM. actives 0.74% (n = 220,000);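 active = mean inhibition across duplicate retests at 20 µM reaching about 50%, limit read from the data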;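 also: 0% = DMSO wells and 100% = wells with excess untagged CBFb-SMMHC; inhibitors lower the FRET ratio by blocking Runt binding to CBFb-SMMHC; some results filed as inactive read as strong as hits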
m-calpain inh – inhibitors of pig calpain II; purified calpain II, fluorogenic peptide substrate, 30 min; inhibition, % at 16 µM; actives 0.37% (n = 220,000);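 active = inhibition above about 50%, limit read from the data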
RBBP9 inh – blocks human serine hydrolase RBBP9; O75884; recombinant RBBP9, FP-Rh probe fluorescence polarization; inhibition, % at 7.94 µM; actives 0.2% (n = 220,000);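 active = inhibition above the campaign mean of all tested compounds plus 3 SD, cut at about 14% in these data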;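 also: plate controls were DMSO wells with RBBP9 for no effect and wells lacking RBBP9 protein for full effect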
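Test system: recombinant human RBBP9. Quantity: 2.5 µM RBBP9 dispensing solution, before mixing. Detection: FP readout at 525/598 nm. Reagent: Serine-hydrolase probe FP-Rh, 375 nM pre-mixing. Measure: % inhibition. Control set: DMSO-treated enzyme wells and wells lacking RBBP9. Buffer or medium: Tris-NaCl-Pluronic buffer, pH 8.0. Times: preincubation 30 min plus labeling 45 min at 25 °C.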
TbHK1 inh – blocks Trypanosoma brucei hexokinase 1 activity. inhibition, % at 10 µM. actives 0.11% (n = 220,000). recombinant TbHK1, G6PDH-coupled NADH A340;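 active = inhibition of 50% or more in the single-dose primary screen; inactive = inhibition below 50%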
Numbers without * were called inactive; i = inactive; / = not tested or not shown; [ ] = dose if it differs, or a comment.

SMILES	p97 inhibitor	NCF1 inh	EBV gp42 block	Furin inh	Runt-CBFb FRET	Runt-SMMHC FRET	m-calpain inh	RBBP9 inh	TbHK1 inh
CCc1nnc(NC(=O)C(CC)CC)s1	3.0	-10.2	0.2	-14.5	1.7	-1.6	-13.9	-1.1	-7.6
CCOC(=O)C1(Cc2ccc(OC)cc2)CCN(C(=O)c2ccoc2C)CC1	-3.4	-8.7	2.4	-17.5	-1.1	-4.4	-4.4	-6.6	-5.0
O=C(CSc1nnc2c(n1)[nH]c1ccc(F)cc12)N1CCOCC1	5.1	-0.1	0.6	-11.4	1.6	-2.2	-12.8	0.9	-18.3
Cc1ccc(C)c2[nH]c(=O)c(CN(Cc3ccco3)C(=S)NCC3CCCO3)cc12 (centres undefined)	1.1	-0.4	1.1	-22.8	15.5	7.8	-44.8	-2.9	-13.8
CCOc1ccccc1NC(=O)C1CCCN1C(=O)OCc1ccccc1 (centres undefined)	-0.8	-9.1	3.0	-9.4	0.4	-1.8	14.5	-6.8	-0.3
Cc1n[nH]c(=O)n1-c1ccc(C(C)C)cc1	4.7	-3.0	2.0	-27.3	-0.2	-3.2	27.4	-7.6	-0.9
CCC(=O)c1ccccc1OCC(=O)Nc1c(C)cccc1C	-4.5	-1.4	-4.5	-25.1	0.5	1.7	25.3	-2.7	1.5
C=C(C)Cn1c(CNC(C)=O)nc2ccccc21	4.3	0.9	-13.1	-21.4	-0.8	-0.4	-30.3	-7.1	-3.8
Cn1c(=N)n(CC(O)c2ccco2)c2ccccc21 (centres undefined)	-6.1	-8.2	1.3	-7.9	1.2	-5.7	5.4	-10.6	7.4
O=C1NC(=O)/C(=C\c2ccccc2OCc2cccc([N+](=O)[O-])c2)N1	5.4	-8.6	11.5	-9.8	-1.1	0.8	14.9	-3.8	30.0
Nc1nnc(SCC(=O)Nc2ccc(S(=O)(=O)N3CCOCC3)cc2)s1	3.5	-5.0	-24.3	-13.5[20 µM]	1.2	-0.4	1.2	11.6	-8.8
O=C1CC(c2ccccc2)CC(O)=C1C=NC1CCCCC1 (centres undefined)	7.4	-8.2	-2.6	-19.9	-1.7	-0.8	11.1	2.8	1.8
C=CCc1ccccc1OCC(O)CN1CCN(c2ccccc2F)CC1 (centres undefined)	4.3	0.1	-7.8	-25.2	-2.6	0.6	9.1	1.6	-0.4
O=C(NCc1ccc2c(c1)OCO2)C(C(=O)c1ccccc1)n1cc(Cl)ccc1=O (centres undefined)	1.5	-11.6	0.0	-4.0	1.7	1.4	29.2	-2.0	-4.9
Cc1ccc(NC(=O)CCOc2ccccc2)cc1S(=O)(=O)Nc1ccccc1Cl	3.3	-9.2	2.7	-22.8	1.0	1.9	-20.6	-12.2	9.4
O=C(O)c1ccccc1C(=O)N1CCN(C(=O)c2ccccc2Cl)CC1	6.3	-4.0	-16.6	-24.0	0.8	-1.9	-43.1	5.2	-1.1
COCC(=O)OCC(=O)Nc1cc([N+](=O)[O-])ccc1Cl	2.3	-3.7	-17.7	-14.5	0.2	-1.0	7.6	-1.9	0.0
COC(=O)c1ccc(Oc2cc(C)nc(Cl)n2)cc1	-2.0	0.7	-18.7	-32.0	0.6	2.1	-14.6	-1.7	-2.5
Cc1ccc(CS(=O)(=O)CCC(=O)NCCCOC(C)C)cc1	-0.1	0.2	4.9	-7.2	1.4	2.6	-0.4	1.4	16.0
CCOc1ccc(C(=O)c2ccc(OCC)c(N)c2)cc1N	9.1	-8.3	-8.7	0.8	-0.1	5.4	10.8	-3.0	-14.1
Cn1c(=O)c2c(nc(Sc3nc4ccccc4n3CC(=O)N3CCCCC3)n2C)n(C)c1=O	5.0	4.1	-17.2	-19.9	-2.7	1.0	-3.2	-4.6	-2.3
CCCCNc1cc(=O)oc2ccccc12	2.1	-1.8	4.8	-14.5[20 µM]	-2.9	0.5	-20.9	-0.4	1.4
CN(CC(=O)Nc1ccc(F)cc1)C(=O)COc1ncnc2ccccc12	-2.7	-1.9	-15.7	-24.5	0.6	-2.3	27.0	-4.6	-4.7
O=C(O)CCC(=O)OCC1CCCO1 (centres undefined)	-0.2	-6.8	-11.0	-31.2	1.4	1.4	-1.0	-9.9	-3.0
Cc1ccc(S(=O)(=O)/N=C(\Nc2cccc(C)c2)Nc2nc(C)cc(C)n2)cc1	1.1	1.4	-4.2	-7.6	-4.7	4.0	23.6	-5.4	2.2
Cc1c(C#N)c(NC(=O)c2cccc(Cl)c2)n(Cc2ccccc2)c1C	1.5	-7.3	1.8	-12.9[20 µM]	-1.0	62.1	0.3	-2.9	4.2
CCCc1nc2ccccc2c2nc(N)nn12	-3.6	0.9	-11.4	-12.8[20 µM]	-1.6	-5.9	14.3	-9.2	-0.1
COc1ccc(C(C(=O)NC2CCCC2)N(C(=O)c2snc(-c3ccc(F)cc3)c2N)c2ccc(OC)cc2)cc1 (centres undefined)	3.9	-6.5	-11.9	-5.8[20 µM]	-4.2	-1.9	-227.2	-2.2	-12.9
COCCNC(=O)CCCCCN1C(=O)CCC1=O	-0.8	-6.0	-10.4	-81.2[20 µM]	-6.1	3.4	-8.9	-3.5	-1.4
COc1ccc(C(=O)NC(=S)Nc2nc(C)cc(C)n2)cc1Br	2.2	-14.4	-9.5	-24.5	8.6	1.4	-12.8	-2.4	-4.9
Cc1cc(C(=O)N2CCN(C(=O)C3CCCO3)CC2)no1 (centres undefined)	-3.0	-2.0	-3.1	-10.3[20 µM]	0.3	-1.0	16.8	-6.1	-1.6
N#Cc1c(-c2cccc(Br)c2)cc(-c2cccnc2)nc1N	1.5	-39.0	-2.0	-48.7	0.8	3.6	-214.4	-6.5	-10.9
CSc1ccc(CN2CCC(C(=O)NCc3ccc(C)cc3)CC2)cc1	-4.9	-7.3	6.3	-12.5	0.0	-1.9	13.9	-0.6	12.0
CCOC(=O)c1c(NC(=O)CN2CCN(c3ccc(Cl)cc3)CC2)sc(C)c1C	3.5	-22.3	-7.5	-6.3[20 µM]	-3.6	-3.6	2.7	-8.3	-1.9
CC1CCN(C(=O)C2CCN(CC(C)c3ccccc3)CC2)CC1 (centres undefined)	-0.2	-1.6	-13.8	-12.2[20 µM]	-3.2	-6.2	23.8	0.7	0.0
O=C(COc1ccc(Cl)cc1Cl)NCC(=O)N/N=C/c1c[nH]c2ccccc12	0.8	-3.7	3.4	-7.7	-6.6	-6.7	5.0	-1.6	-1.2
O=C(COc1nc2ccccc2nc1N1CCOCC1)N1CCc2ccccc21	2.8	-35.3	-55.9	-29.1	-1.6	-1.9	i	-7.2	-8.1
O=C(c1ccc(CN2CCOCC2)cc1)N1CCN(Cc2ccccc2)CC1	-1.4	-11.7	-3.0	-21.8	-2.7	-2.2	-44.2	-5.0	0.0
C#CCNc1cc(-c2ccccc2)nc2ncnn12	3.7	-13.3	0.7	-26.9	0.6	1.5	-37.6	-12.0	-6.1
Nc1nncn1C(=O)c1ccccc1Cl	-3.7	-8.8	-2.3	-7.9[20 µM]	-0.6	6.5	-14.8	-3.4	4.3
C=C(C)CSc1nc2nc(C)cc(C)n2n1	-6.5	2.5	0.3	4.3[20 µM]	0.7	0.5	15.4	-3.6	2.0
CC1CN(CCOCCSc2ccccc2)CC(C)O1 (centres undefined)	-3.2	-3.4	-5.7	-18.2	-1.2	-0.5	9.0	-9.4	7.1
COc1c([N+](=O)[O-])c(=O)oc2ccccc12	1.7	-2.1	11.3	-6.0	-0.8	1.1	-1.8	-1.1	-39.5
O=C(NNC(=O)c1ccccc1[N+](=O)[O-])Nc1ccccc1C(F)(F)F	6.1	-0.3	-4.6	-28.4	-0.5	-1.7	-40.1	-3.3	-4.6
Cc1cc(C)n(-c2c(F)c(F)c(CN3CCOCC3)c(F)c2F)n1	2.2	-2.1	-13.3	-15.6	1.0	4.7	-16.5	-4.8	-4.2
Cc1cc(C(=O)NP(=O)(N2CCOCC2)N2CCOCC2)c(C)n1-c1ccc(Br)cc1	-2.2	-3.4	-1.2	-11.4	-1.1	-0.5	-3.3	-4.7	-0.2
S=C1NC(c2ccccc2)=NCN1c1ccc(Br)cc1	-1.2	-9.4	2.5	-20.9[20 µM]	2.8	1.3	8.3	0.0	-5.0
O=C(CSc1nc2ccccc2o1)Nc1ccc(Cl)cc1	3.6	-3.3	2.0	-20.4[20 µM]	1.2	6.1	19.1	-3.8	-2.6
CC(=O)NCc1cn2c(C)csc2n1	8.2	-4.3	-15.6	-29.9	/	-0.4	-15.7	5.7	3.9
COc1cccc(-c2nc(CS(=O)CC(=O)NCCCOC(C)C)c(C)o2)c1 (centres undefined)	4.5	-6.7	-21.4	-20.3[20 µM]	-0.6	40.7	11.8	4.5	4.0
CCOc1ccc(CCNC(=O)C(CCC(N)=O)NC(=O)OCc2ccccc2)cc1OCC (centres undefined)	-0.3	-16.9	-8.7	-18.0	-3.6	-0.4	-18.1	0.6	-7.4
N#CCCn1c(O)c(N=NC(=O)CNC(=O)c2cccs2)c2ccccc21	-4.5	2.6	-2.8	7.3	0.1	4.0	20.4	-1.8	-38.3
COc1ccc(CN(C)C(=S)Nc2ccc(Cl)cc2Cl)cc1	2.5	-11.7	-1.7	-22.8	1.2	0.9	-18.6	-1.4	1.5
COc1cccc2c(=O)c3cccc(N)c3[nH]c12	9.9	14.2	-10.0	1.7	-59.1	/	-12.5	2.3	-9.3
COc1ccc(C(O)P(=O)(O)CCc2ccccc2)cc1 (centres undefined)	4.7	-6.2	-7.1	-21.8	4.2	-9.6	4.2	-7.5	17.9
Cc1ccc(NC(=O)NCc2c(C)nn(C)c2C)cc1Cl	1.0	-0.2	10.7	-21.8	0.9	50.0	4.5	-7.6	-4.0
COc1ccc(-c2cc(=O)oc3cc(OC(C)C(=O)O)ccc23)cc1 (centres undefined)	2.0	14.2	-0.9	-11.9[20 µM]	-7.7	-7.7	6.7	-2.7	-33.9
CCOc1ccccc1C(=O)Nc1ccsc1C(=O)OC	8.8	-16.1	-15.6	-17.3	-2.2	0.2	15.3	-7.0	-2.1
CNC(=O)NC(=O)CSc1nc(-c2cccs2)c(C#N)c(=O)[nH]1	8.1	-5.1	-3.2	-11.2	-0.6	-2.2	-30.8	-0.4	-21.4
Cc1cccc(Oc2nc(-c3ccccc3)cc(C)c2S(C)(=O)=O)c1C	-3.6	5.5	-13.0	-7.6[20 µM]	-1.9	2.1	25.1	-3.7	4.8

Compound activity from PubChem.
